Jurkat NFkB inh: inhibitors of the PMA/ionomycin-induced NF-kB reporter in Jurkat cells; PMA/ionomycin-induced NF-kB luciferase reporter, luminescence; inhibition, % at 4 µM; 330,000 tested, 0.53% active; AID 435003; in the data active means inhibition above about 50%
CCR6 antagonist: blocks CCL20-driven beta-arrestin recruitment at human CCR6; P51684; AID 493098; 340,000 tested, 0.49% active; CHO-K1 CCR6 PathHunter beta-arrestin, luminescence, CCL20-stimulated; inhibition, % at 20 µM;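 active means compounds whose inhibition of the agonist-driven luminescence signal at 20 µM reaches about 50%, limit read from the data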;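 further: cells stimulated with CCL20 at 14 nM final; plate controls were DMSO with CCL20 for no effect and DMSO without agonist for full effect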
APJ antagonist: APJ receptor antagonism | P35414 | CHO-K1 APJ beta-arrestin complementation, luminescence | inhibition, % at 20 µM | 330,000 tested, 0.32% active;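 active means inhibition above about 40% at 20 µM, limit read from the data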;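 further: cells challenged with 10 nM apelin-13 agonist together with compound; plate controls were apelin-13 plus DMSO wells for no effect and DMSO wells lacking apelin-13 for full effect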
Gli-Sufu antag: Gli-Sufu pathway antagonism; 340,000 tested, 0.74% active; inhibition, % at 5 µM; Sufu-KO-LIGHT fibroblasts, Gli luciferase reporter luminescence;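 active means inhibition above about 55%, limit read from the data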;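 further: 0% = DMSO-treated cells and 100% = wells with medium but no cells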
EBI2 antag: EBI2 (human) antagonism. P32249. inhibition, % at 5 µM. EBI2 beta-arrestin recruitment, luminescence, 7a,25-OHC stimulated. 360,000 tested, 0.81% active; in the data active means inhibition above about 38%;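 further: enzyme fragment complementation signal reports receptor beta-arrestin coupling in cells; 0% = agonist plus DMSO wells and 100% = wells without agonist; some results beyond the cut were filed as inactive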
Target sequence (P32249 whole entry, looked up, the tested form may be a part): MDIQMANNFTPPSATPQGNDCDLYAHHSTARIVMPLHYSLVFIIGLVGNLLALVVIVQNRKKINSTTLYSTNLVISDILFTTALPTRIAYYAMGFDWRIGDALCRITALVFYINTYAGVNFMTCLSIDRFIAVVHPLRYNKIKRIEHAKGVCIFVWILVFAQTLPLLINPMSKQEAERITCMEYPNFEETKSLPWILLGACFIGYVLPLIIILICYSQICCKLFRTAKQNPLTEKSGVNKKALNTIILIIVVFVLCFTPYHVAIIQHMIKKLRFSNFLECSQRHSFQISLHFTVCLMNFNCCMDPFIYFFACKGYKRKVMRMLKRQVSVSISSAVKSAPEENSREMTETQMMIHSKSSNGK
CXCR6 block: CXCR6 (human) receptor inhibition; O00574; CHO-K1 PathHunter CXCR6 beta-arrestin, luminescence; inhibition, % at 20 µM; 360,000 tested, 0.36% active; AID 602244; in the data active means inhibition above about 34%, passing the limit was not always enough;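 further: antagonist mode with CXCL16 agonist at 10 nM final; 0% = 10 nM CXCL16 with DMSO and 100% = unstimulated wells without agonist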
Target sequence (O00574 whole entry, looked up): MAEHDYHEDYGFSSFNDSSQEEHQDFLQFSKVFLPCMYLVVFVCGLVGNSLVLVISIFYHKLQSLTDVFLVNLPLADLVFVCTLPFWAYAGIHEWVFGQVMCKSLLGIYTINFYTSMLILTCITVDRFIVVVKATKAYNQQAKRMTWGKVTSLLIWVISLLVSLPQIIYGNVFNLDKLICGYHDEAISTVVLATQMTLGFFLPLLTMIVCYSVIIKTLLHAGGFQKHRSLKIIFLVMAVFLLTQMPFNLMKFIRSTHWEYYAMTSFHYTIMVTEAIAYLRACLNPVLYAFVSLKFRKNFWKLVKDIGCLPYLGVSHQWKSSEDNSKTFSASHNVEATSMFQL
UBC13 inh: blocks human UBC13 polyubiquitin chain formation | P61088 | TR-FRET | inhibition, % at 20 µM | 330,000 tested, 0.47% active; in the data active means inhibition above about 45%, passing the limit was not always enough
Target sequence (P61088 whole entry, looked up): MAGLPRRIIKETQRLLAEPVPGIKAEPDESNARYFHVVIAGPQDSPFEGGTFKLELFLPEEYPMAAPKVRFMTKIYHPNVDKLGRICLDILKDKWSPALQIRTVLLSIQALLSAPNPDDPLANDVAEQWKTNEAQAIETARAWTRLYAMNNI
697 NFkB inh: inhibitors of the PMA/ionomycin-induced NF-kB reporter in 697 B cells. 697 B-cell NF-kB luciferase reporter, 16 h. inhibition, % at 4 µM. 330,000 tested, 0.33% active; in the data active means inhibition above about 35%
The depositor's hits bear a star.

Screening Cc1ccc(NC(=O)COc2coc(CN3CCc4ccccc4C3)cc2=O)cc1Cl returned Jurkat NFkB inh 5, CCR6 antagonist -8, APJ antagonist 25, Gli-Sufu antag 2, EBI2 antag -2, CXCR6 block 5, UBC13 inh -2 and 697 NFkB inh 11.
For CNC(=S)N/N=C/c1ccc(-c2cc([N+](=O)[O-])ccc2Cl)o1 the results were Jurkat NFkB inh -9, CCR6 antagonist 26, APJ antagonist -21, Gli-Sufu antag 5, EBI2 antag 22, CXCR6 block 3, UBC13 inh -18 and 697 NFkB inh 1.
Screening COC(=O)CCN(C(=O)c1cc(OC)c(OC)c(OC)c1)c1ccccn1 returned Jurkat NFkB inh -2, CCR6 antagonist -11, APJ antagonist -12, Gli-Sufu antag 8, EBI2 antag 3, CXCR6 block -5, UBC13 inh 1 and 697 NFkB inh 1.
COCCNc1nc2c(c(=O)n(Cc3ccccc3F)c(=O)n2C)n1C was read as Jurkat NFkB inh 2, CCR6 antagonist 11, APJ antagonist 15, Gli-Sufu antag 6, EBI2 antag -3, CXCR6 block 4, UBC13 inh -1 and 697 NFkB inh 4.
`COc1ccc(C(=O)Nc2ccc(Nc3ccccc3)cc2)cc1Br` gave Jurkat NFkB inh -26, CCR6 antagonist 10, APJ antagonist 23, Gli-Sufu antag 1, EBI2 antag 9, CXCR6 block -3, UBC13 inh 2 and 697 NFkB inh -49.
For CC(=O)Cn1c(=O)c2c(nc3n2CCCN3Cc2ccccc2)n(C)c1=O the results were Jurkat NFkB inh 5, CCR6 antagonist 14, APJ antagonist 8, Gli-Sufu antag 3, EBI2 antag -11, CXCR6 block 6, UBC13 inh -6 and 697 NFkB inh -8.
C[C@@]12CCC=C[C@H]1[C@H](c1ccccc1Br)N(Cc1ccccc1)C2=O was read as CCR6 antagonist 21, Gli-Sufu antag 5, EBI2 antag 16, CXCR6 block -2 and 697 NFkB inh -65.
O=C(Nc1cc(Cl)cc(Cl)c1)c1ccc(Cn2c(=O)[nH]c3ccsc3c2=O)cc1 was read as Jurkat NFkB inh 8, CCR6 antagonist 12, APJ antagonist 9, Gli-Sufu antag 6, EBI2 antag 16, CXCR6 block 4, UBC13 inh -3 and 697 NFkB inh 2.
`COc1cc(C(=O)NC(C)C2CC3CCC2C3)ccc1OC(F)F` (stereo unspecified) gave Jurkat NFkB inh -3, CCR6 antagonist 3, APJ antagonist -1, Gli-Sufu antag 13, EBI2 antag 2, CXCR6 block 2, UBC13 inh 8 and 697 NFkB inh 5.
`CC(=O)N1CCN(C(=O)COC(=O)c2ccc(S(C)(=O)=O)cc2)CC1` gave Jurkat NFkB inh 9, CCR6 antagonist 15, APJ antagonist 5, Gli-Sufu antag 6, EBI2 antag -11, CXCR6 block -11, UBC13 inh 6 and 697 NFkB inh 6.
`Cc1ccc2c(CN3CCC(C)CC3)cc(=O)oc2c1` gave Jurkat NFkB inh -116, CCR6 antagonist -8, APJ antagonist -25, Gli-Sufu antag -65, EBI2 antag 8, CXCR6 block -5, UBC13 inh 15 and 697 NFkB inh -62.
O=C(NC1CCN(Cc2ccccc2)CC1)c1ccccc1OCc1ccccc1 was read as Jurkat NFkB inh 3, CCR6 antagonist 16, APJ antagonist 23, Gli-Sufu antag 18, EBI2 antag 17, CXCR6 block 7, UBC13 inh 12 and 697 NFkB inh -16.
Screening COC(=O)Nc1[nH]ncc1[N+](=O)[O-] returned Jurkat NFkB inh -1, CCR6 antagonist 2, APJ antagonist -3, Gli-Sufu antag 1, EBI2 antag -11, CXCR6 block -3, UBC13 inh -5 and 697 NFkB inh -3.
For O=C1/C(=C/c2cccs2)SC(=S)N1CC(=O)N1CCCCC1CCO (stereo unspecified) the results were Jurkat NFkB inh 8, CCR6 antagonist 17, APJ antagonist 6, Gli-Sufu antag 1, EBI2 antag 26, CXCR6 block 13, UBC13 inh -8 and 697 NFkB inh 3.
Cc1oc2c(c1C(=O)N1CCOCC1)C(=O)c1ccccc1C2=O was read as Jurkat NFkB inh 16, CCR6 antagonist -12, APJ antagonist -221, Gli-Sufu antag 87*, EBI2 antag -30, CXCR6 block -27, UBC13 inh -131 and 697 NFkB inh 0.
`O=C(OCCN1CCCC1)C1(c2ccccc2)CCCC1` gave CCR6 antagonist -2, Gli-Sufu antag 11, EBI2 antag -11 and CXCR6 block 6.
Screening O=C(N/N=C/c1ccc(Cl)cc1)c1cc(-c2cccnc2)nc2ccccc12 returned Jurkat NFkB inh 66*, CCR6 antagonist 7, APJ antagonist -13, Gli-Sufu antag -18, EBI2 antag 6, CXCR6 block 5, UBC13 inh -15 and 697 NFkB inh -42.
`CSc1ccc(S(=O)(=O)NCC(=O)OCC(=O)N2CCC(C)CC2)cc1[N+](=O)[O-]` gave Jurkat NFkB inh -3, CCR6 antagonist -5, APJ antagonist 15, Gli-Sufu antag 8, EBI2 antag -3, CXCR6 block -8, UBC13 inh 9 and 697 NFkB inh 20.
Cc1ccc(O)c(CNc2cccc(C)n2)c1 was read as Jurkat NFkB inh 0, CCR6 antagonist 6, APJ antagonist 24, Gli-Sufu antag -8, EBI2 antag 1, CXCR6 block 3, UBC13 inh 13 and 697 NFkB inh 6.
CN(C(=O)C1CCOC1)c1nnc(C2CCOC2)s1 (stereo unspecified) was read as Jurkat NFkB inh 10, CCR6 antagonist 25, APJ antagonist 1, Gli-Sufu antag 1, EBI2 antag -3, CXCR6 block -4, UBC13 inh 5 and 697 NFkB inh 12.
COc1ccc(NC(=O)CSc2nc3c(c(=O)n2-c2ccc(F)cc2)SCC3)cc1 was read as Jurkat NFkB inh -7, CCR6 antagonist 4, APJ antagonist -38, Gli-Sufu antag 3, EBI2 antag -6, CXCR6 block 0, UBC13 inh -8 and 697 NFkB inh 2.
`COCCSc1ccccc1C(=O)N1CCc2ccccc2C1` gave Jurkat NFkB inh -1, CCR6 antagonist -2, APJ antagonist 4, Gli-Sufu antag -6, EBI2 antag -9, CXCR6 block 9, UBC13 inh -7 and 697 NFkB inh -5.
O=C(N/C(=C/c1ccc(Br)cc1)c1nc2ccccc2[nH]1)c1ccco1 was read as Jurkat NFkB inh -24, CCR6 antagonist -4, APJ antagonist 13, Gli-Sufu antag 11, EBI2 antag 5, CXCR6 block 5, UBC13 inh -12 and 697 NFkB inh -33.
`O=C(CSc1nnc(CCCN2C(=O)c3cccc4cccc(c34)C2=O)n1-c1ccccc1)N1CCCCC1` gave Jurkat NFkB inh 9, CCR6 antagonist 3, APJ antagonist -3, Gli-Sufu antag 0, EBI2 antag 9, CXCR6 block 9, UBC13 inh 11 and 697 NFkB inh 4.
For CC(C)(C)c1ccccc1NC(=O)Cn1cnc2cc([N+](=O)[O-])ccc2c1=O the results were Jurkat NFkB inh -5, CCR6 antagonist -4, APJ antagonist -14, Gli-Sufu antag -2, EBI2 antag -19, CXCR6 block -20, UBC13 inh -9 and 697 NFkB inh 10.
Cc1cc(C(=O)Nc2ccccc2[N+](=O)[O-])cs1 was read as Jurkat NFkB inh -15, CCR6 antagonist 3, APJ antagonist -27, Gli-Sufu antag -11, EBI2 antag 4, CXCR6 block 0, UBC13 inh 3 and 697 NFkB inh -19.
`COc1cccc2[nH]c3c(N4CCC(C)CC4)ncnc3c12` gave Jurkat NFkB inh -2, CCR6 antagonist 0, APJ antagonist 12, Gli-Sufu antag 12, EBI2 antag 10, CXCR6 block -6, UBC13 inh -4 and 697 NFkB inh 2.
Screening CNC(=O)c1oc(-c2ccccc2)nc1C returned Jurkat NFkB inh 10, CCR6 antagonist -7, APJ antagonist -2, Gli-Sufu antag 9, EBI2 antag -1, CXCR6 block -1, UBC13 inh 3 and 697 NFkB inh 8.
Screening CC(C)[C@H](NC(=O)N1CC(=O)Nc2ccccc21)C(=O)N1CCC[C@@H]1C(=O)O returned Jurkat NFkB inh -9, CCR6 antagonist -10, APJ antagonist -23, Gli-Sufu antag -2, EBI2 antag -4, CXCR6 block -6, UBC13 inh 5 and 697 NFkB inh 11.
Screening CC(Oc1ccccc1F)c1nnc(SCC(=O)Nc2ccc(N3CCOCC3)cc2)o1 (stereo unspecified) returned Jurkat NFkB inh -5, CCR6 antagonist 6, APJ antagonist 3, Gli-Sufu antag -1, EBI2 antag 8, CXCR6 block -8, UBC13 inh -1 and 697 NFkB inh 16.
`O=C(Nc1ccc(-c2nc3cccnc3s2)cc1)c1ccc(Br)o1` gave Jurkat NFkB inh -65, CCR6 antagonist 20, APJ antagonist 7, Gli-Sufu antag -77, EBI2 antag 2, CXCR6 block 0, UBC13 inh 17 and 697 NFkB inh -138.
`Cc1ccccc1-n1c(SCC(=O)N/N=C/c2c(C)nn(-c3ccccc3)c2C)nc2ccccc2c1=O` gave Jurkat NFkB inh -9, CCR6 antagonist -4, APJ antagonist -12, Gli-Sufu antag 5, EBI2 antag 18, CXCR6 block -4, UBC13 inh -14 and 697 NFkB inh -20.
C=CCN1C(=O)C2(OCCCO2)c2ccccc21 was read as Jurkat NFkB inh 9, CCR6 antagonist 2, APJ antagonist -8, Gli-Sufu antag -3, EBI2 antag 4, CXCR6 block -10, UBC13 inh -3 and 697 NFkB inh -10.
Cc1[nH]c2ccccc2c1C(=O)CSc1nc2ccccc2c(=O)n1CCCN1CCOCC1 was read as Jurkat NFkB inh 5, CCR6 antagonist 12, APJ antagonist -21, Gli-Sufu antag 3, EBI2 antag -15, CXCR6 block 9, UBC13 inh 26 and 697 NFkB inh 9.
CC(C)C(C)NC(=O)COc1ccc(-c2ccccc2)cc1 (stereo unspecified) was read as Jurkat NFkB inh -2, CCR6 antagonist 21, APJ antagonist 6, Gli-Sufu antag 40, EBI2 antag 15, CXCR6 block 0, UBC13 inh 6 and 697 NFkB inh 12.
COc1ccc(S(=O)(=O)N(C)CC(=O)N2CCN(C)CC2)cc1Cl was read as Jurkat NFkB inh 16, CCR6 antagonist -8, APJ antagonist 1, Gli-Sufu antag 5, EBI2 antag -8, CXCR6 block 3, UBC13 inh -3 and 697 NFkB inh 6.

In the list so far, these contain fluorine:
COCCNc1nc2c(c(=O)n(Cc3ccccc3F)c(=O)n2C)n1C was read as Jurkat NFkB inh 2, CCR6 antagonist 11, APJ antagonist 15, Gli-Sufu antag 6, EBI2 antag -3, CXCR6 block 4, UBC13 inh -1 and 697 NFkB inh 4.
`COc1cc(C(=O)NC(C)C2CC3CCC2C3)ccc1OC(F)F` (stereo unspecified) gave Jurkat NFkB inh -3, CCR6 antagonist 3, APJ antagonist -1, Gli-Sufu antag 13, EBI2 antag 2, CXCR6 block 2, UBC13 inh 8 and 697 NFkB inh 5.
COc1ccc(NC(=O)CSc2nc3c(c(=O)n2-c2ccc(F)cc2)SCC3)cc1 was read as Jurkat NFkB inh -7, CCR6 antagonist 4, APJ antagonist -38, Gli-Sufu antag 3, EBI2 antag -6, CXCR6 block 0, UBC13 inh -8 and 697 NFkB inh 2.
Screening CC(Oc1ccccc1F)c1nnc(SCC(=O)Nc2ccc(N3CCOCC3)cc2)o1 (stereo unspecified) returned Jurkat NFkB inh -5, CCR6 antagonist 6, APJ antagonist 3, Gli-Sufu antag -1, EBI2 antag 8, CXCR6 block -8, UBC13 inh -1 and 697 NFkB inh 16.

Further results.
CC(=O)NCCn1c(SCC(=O)NCc2ccco2)nc2ccccc2c1=O was read as Jurkat NFkB inh 1, CCR6 antagonist 11, APJ antagonist 17, Gli-Sufu antag 2, EBI2 antag -17, CXCR6 block 3, UBC13 inh 8 and 697 NFkB inh -1.
Screening CS(=O)(=O)N(C(=O)NC(=O)NC12CC3CC(CC(C3)C1)C2)C1CCCCC1 returned Jurkat NFkB inh -13, CCR6 antagonist 1, APJ antagonist -10, Gli-Sufu antag 36, EBI2 antag 0, CXCR6 block -4, UBC13 inh 4 and 697 NFkB inh -2.
CC(C)c1ccc(NC(=O)C2CC2c2ccccc2)cc1 (stereo unspecified) was read as Jurkat NFkB inh 2, CCR6 antagonist 19, APJ antagonist 11, Gli-Sufu antag -2, EBI2 antag -3, CXCR6 block -2, UBC13 inh -6 and 697 NFkB inh -14.
Screening CCN(C(=O)COC(=O)/C=C/c1ccc(OC(F)F)c(OC)c1)C1CCS(=O)(=O)C1 (stereo unspecified) returned Jurkat NFkB inh -4, CCR6 antagonist 5, APJ antagonist 8, Gli-Sufu antag -3, EBI2 antag -2, CXCR6 block -9, UBC13 inh -4 and 697 NFkB inh 16.
Screening Cc1nnc(NC(=O)CSc2nnc(Cc3cccn3C)n2C)s1 returned Jurkat NFkB inh 13, CCR6 antagonist 16, APJ antagonist 5, Gli-Sufu antag 1, EBI2 antag -10, CXCR6 block -3, UBC13 inh -1 and 697 NFkB inh 8.

Screening results (PubChem BioAssay)
